Assay outcomes as filed in PubChem.
HCV NS3 hel inh – blocks Hepatitis C virus NS3 helicase unwinding; NS3 helicase DNA unwinding, Cy5 molecular beacon fluorescence; inhibition, % at 10.9 µM; 290,000 compounds, 0.56% hits; AID 1800;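 active = inhibition above the mean of all tested compounds plus 3 SD, set per campaign, cut at about 35% in these data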;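 note: 0% = DMSO wells and 100% = thioflavine S control wells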
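Compound dosing – single dose, 10.9 µM nominal final, DMSO 0.8% final · System – NS3 helicase fragment of HCV · Buffer or medium – MOPS pH 6.5, MgCl2, DTT, Tween20, BSA · Signal – Cy5 beacon fluorescence read at start and 1 h · Also added – annealed dual-labelled DNA beacon duplex, ATP-started · Schedule – 1 h at 25 °C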
IDE act – boosts human insulin-degrading enzyme activity in HEK cells | P14735 | FAbeta-B cleavage, fluorescence polarization; 0% vehicle, 100% cell-free pure enzyme wells | activation, % at 5.96 µM | 340,000 compounds, 0.073% hits;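 active = activation above the mean of all tested compounds plus 3 SD, set per screening campaign, cut at about 17% in these data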
PHOSPHO1 block – blocks human PHOSPHO1 phosphatase activity | Q8TCT1 | recombinant PHOSPHO1, absorbance phosphatase assay | inhibition, % at 13.3 µM | 290,000 compounds, 1.1% hits | AID 1565; in the data active = inhibition above about 60%
MEKK3 PB1 HTS – raises or lowers MEK5 binding to the human MEKK3 PB1 domain. AID 1529. bead-based flow cytometry, Alexa488-MEK5 binding to MEKK3; actives lie on both sides; 0 = blocked by unlabeled MEK5, 100 = vehicle. binding response (% of control), % at 10 µM. Q99759. 290,000 compounds, 1.4% hits;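 active = binding response more than 3 SD above or below the average of its plate-row segment, actives on both sides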;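 note: Alexa488 bead fluorescence after subtracting the streptavidin-only scavenger bead signal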
VIM-2 inh – inhibitors of Pseudomonas aeruginosa VIM-2 metallo-beta-lactamase | AID 1527 | inhibition, % at 5.6 µM | purified VIM-2, nitrocefin hydrolysis, epi-absorbance fluorescence | 290,000 compounds, 0.89% hits;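 active = inhibition above the mean of all tested compounds plus 3 SD, cutoff set per screening run, cut at about 7.5% in these data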;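 note: red hydrolysis product quenches plate fluorescence so inhibitors raise well fluorescence; 0% = enzyme with DMSO and 100% = DMSO without enzyme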
FID counter – fluorescent intercalator displacement, NS3 helicase counter-screen; DNA fluorescent intercalator displacement, fluorescence; inhibition, % at 7.9 µM; 290,000 compounds, 0.17% hits; AID 1845; in the data active = inhibition above about 37%;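 note: 0% = vehicle and 100% = reference compound; higher means more ethidium bromide displaced from hairpin DNA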
p-CIP stab down – compounds decreasing mouse p/CIP protein stability | Q05BA5 | F442A p/CIP-EGFP cells, EGFP fluorescence, 16 h | decrease of EGFP signal, % at 10 µM | 290,000 compounds, 0.01% hits;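 active = EGFP signal decrease of at least 30% at 10 µM or well 3 SD below plate mean, unless failing retest; inactive = the rest, including hits failing retest or dose response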; note: some compounds called inactive have numbers as strong as hits; many of its hits are not listed in these tables
Target sequence (Q05BA5 1-1403): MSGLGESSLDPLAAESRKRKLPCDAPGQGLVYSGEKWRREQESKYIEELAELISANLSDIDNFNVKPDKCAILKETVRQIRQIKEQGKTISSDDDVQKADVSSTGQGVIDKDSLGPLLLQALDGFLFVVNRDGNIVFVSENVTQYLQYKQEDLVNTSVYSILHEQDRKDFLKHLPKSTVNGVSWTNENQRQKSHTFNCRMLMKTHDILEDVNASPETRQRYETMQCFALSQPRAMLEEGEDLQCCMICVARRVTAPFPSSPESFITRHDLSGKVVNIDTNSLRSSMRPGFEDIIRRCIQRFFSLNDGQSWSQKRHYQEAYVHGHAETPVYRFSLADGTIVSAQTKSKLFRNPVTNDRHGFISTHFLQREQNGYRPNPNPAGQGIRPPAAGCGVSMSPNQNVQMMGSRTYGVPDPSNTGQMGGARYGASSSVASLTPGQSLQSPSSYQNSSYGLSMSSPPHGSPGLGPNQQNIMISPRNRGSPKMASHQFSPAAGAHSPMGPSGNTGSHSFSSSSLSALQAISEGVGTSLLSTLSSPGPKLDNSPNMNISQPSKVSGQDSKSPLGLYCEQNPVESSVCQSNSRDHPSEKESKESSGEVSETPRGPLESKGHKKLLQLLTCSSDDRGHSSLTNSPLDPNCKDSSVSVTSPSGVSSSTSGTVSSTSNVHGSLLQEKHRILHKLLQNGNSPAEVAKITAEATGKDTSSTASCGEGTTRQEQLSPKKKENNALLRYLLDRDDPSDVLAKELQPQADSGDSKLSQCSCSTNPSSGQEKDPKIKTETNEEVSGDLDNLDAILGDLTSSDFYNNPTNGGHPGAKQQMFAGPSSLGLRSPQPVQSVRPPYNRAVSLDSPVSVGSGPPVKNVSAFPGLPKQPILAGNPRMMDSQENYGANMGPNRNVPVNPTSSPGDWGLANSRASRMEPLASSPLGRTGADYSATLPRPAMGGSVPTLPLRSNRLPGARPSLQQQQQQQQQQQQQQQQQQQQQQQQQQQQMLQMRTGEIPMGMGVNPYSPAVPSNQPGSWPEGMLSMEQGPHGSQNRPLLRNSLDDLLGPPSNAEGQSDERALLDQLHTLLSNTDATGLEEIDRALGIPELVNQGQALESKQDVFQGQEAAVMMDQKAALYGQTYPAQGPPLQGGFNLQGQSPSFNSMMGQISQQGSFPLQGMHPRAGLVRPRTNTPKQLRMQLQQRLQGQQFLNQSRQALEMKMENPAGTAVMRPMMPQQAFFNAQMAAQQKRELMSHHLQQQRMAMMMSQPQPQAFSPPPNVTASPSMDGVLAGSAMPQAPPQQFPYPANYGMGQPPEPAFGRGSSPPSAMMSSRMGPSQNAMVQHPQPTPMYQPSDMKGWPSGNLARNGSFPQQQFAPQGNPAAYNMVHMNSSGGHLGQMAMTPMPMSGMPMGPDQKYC
SUMO HTRF inh – blocks human SUMOylation mediated by UBC9 | P63279 | HTRF SUMOylation assay, SAE1/SAE2 + UBC9, in vitro | inhibition, % at 35 µM | 290,000 compounds, 0.36% hits | AID 2006; in the data active = inhibition above about 50%, passing the limit was not always enough; note: strong numbers were not always called active
IMP-1 inh – inhibitors of Pseudomonas aeruginosa IMP-1 metallo-beta-lactamase. inhibition, % at 5.6 µM. 290,000 compounds, 0.45% hits. purified IMP-1, nitrocefin hydrolysis, epi-absorbance fluorescence. AID 1556;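 active = inhibition above the mean plus 3 SD of all compounds in the same screening run, cut at about 4.5% in these data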;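 note: 0% = IMP-1 with DMSO and 100% = DMSO wells lacking enzyme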
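System: purified IMP-1 / Input: IMP-1 dispensed at 0.2 nM / Medium: 50 mM HEPES pH 7.1, 50 µM ZnSO4, 0.05% Brij 35 / Timing: 15 min enzyme–compound preincubation, then 25 min nitrocefin reaction, 25 °C / Technique: plate fluorescence quenching by hydrolysis product, ex 480/em 530 nm / Repeats: singlicate testing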
Active calls of the source: *; · = not tested or not shown.

SMILES	HCV NS3 hel inh	IDE act	PHOSPHO1 block	MEKK3 PB1 HTS	VIM-2 inh	FID counter	p-CIP stab down	SUMO HTRF inh	IMP-1 inh
CCOC(=O)C1Cn2c(nc3c(c2=O)C(C)(CC)Cc2ccccc2-3)S1 (configuration not stated)	-17	7	5	107	-0.4	-26	2	-2	-0.6
CN(C)N1C(N)=C(C#N)C(c2ccsc2)C2=C1CCCC2=O (configuration not stated)	17	-3	17	90	-3.5	-9	0	16	-4.5
COc1ccc(N(CC(=O)N2CCN(c3cccc(Cl)c3)CC2)S(=O)(=O)c2c(C)noc2C)cc1	-12	2	28	99	-2.3	-48	-8	-8	-1.3
O=C(CN1CCCCC1)N1CCCc2ccccc21	-1	4	14	100	-2.8	7	-1	16	-4.3
COC(=O)c1ccccc1NC(=O)c1c(O)c2c([nH]c1=O)CCCC2	-8	5	-7	98	0.4	-10	5	2	-2.4
CN(c1ccccc1)S(=O)(=O)c1ccc(C(=O)NCCc2ccc(F)cc2)cc1	-12	3	-4	100	-2.3	-27	-1	-4	-0.7
O=C(Nc1nnc(-c2ccncc2)o1)c1ccccc1F	-15	-2	42	129*	-4.1	1	-3	6	-0.5
O=C(CN1C(=O)CSc2ccc(S(=O)(=O)N3CCCCC3)cc21)NCc1ccccc1	10	1	38	100	0.9	-37	4	-2	-0.5
O=C(Nc1ccccc1C(=O)O)c1cccc(NS(=O)(=O)c2ccc(Br)cc2)c1	25	8	10	94	-0.7	6	0	5	-1.3
CCOc1ccc(NC(=O)[C@H](Cc2ccccc2)NC(=O)C2CCNCC2)cc1	2	6	17	101	-1.8	19	-2	12	-2.1
CCOC(=O)Cn1c(-c2cccnc2Cl)nc2cc(Cl)c(Cl)cc21	0	3	10	98	-0.4	-1	-20	10	-1.2
Cc1cccc(C)c1NC(=S)Nc1ccc(F)cc1	1	2	-4	105	-3.2	-1	-1	1	-2.9

Only MEKK3 PB1 HTS, for 3 of the compounds above:
compound | MEKK3 PB1 HTS
O=C(CN1C(=O)CSc2ccc(S(=O)(=O)N3CCCCC3)cc21)NCc1ccccc1 | 100
CCOC(=O)C1Cn2c(nc3c(c2=O)C(C)(CC)Cc2ccccc2-3)S1 (configuration not stated) | 107
CCOC(=O)Cn1c(-c2cccnc2Cl)nc2cc(Cl)c(Cl)cc21 | 98

Other entries
SMILES	HCV NS3 hel inh	IDE act	PHOSPHO1 block	MEKK3 PB1 HTS	VIM-2 inh	FID counter	p-CIP stab down	SUMO HTRF inh	IMP-1 inh
Cn1c(=O)c(Sc2ccccc2)c(O)c2ccccc21	5	0	34	82	1.7	-4	-4	11	0.2
O=C(CCN1C(=O)/C(=C\c2ccccc2)SC1=S)NNC(=O)c1ccncc1	-4	·	3	99	-2.5	0	8	18	-2.2
CC(=O)N1N=C(c2ccccc2)CC1c1ccccc1[N+](=O)[O-] (configuration not stated)	6	5	-6	98	0.1	-2	10	0	-0.4
CN1C(=O)OC2(C)CCc3ccccc3C12C (configuration not stated)	1	5	16	101	-1.8	-1	-2	-5	-2.1
CCOC(=O)c1csc(Nc2nc3ccc(F)cc3s2)n1	3	2	20	·	-3.6	-4	-2	-10	-4.9
COCCNC(=O)c1ccc(CS(=O)(=O)c2ccc(OC)cc2)o1	7	5	-3	95	-5.6	-5	18	10	-1.4
Cc1ccccc1OCC(=O)N(Cc1nc(-c2ccccc2)no1)C(C)C	-10	5	-1	102	-5.2	-19	-3	2	-4.5
O=C1NCN(c2ccccc2)C12CCN(c1nnnn1-c1ccccc1)CC2	-15	3	-16	97	-4.0	-27	-3	6	-3.3
O=C(NC1=NCCS1)c1ccc(N2CCCC2=O)cc1	-6	3	-25	88	0.8	4	34	-24	1.0
Brc1nnc2n1-c1ccccc1Sc1ccccc1-2	-4	4	-15	107	-2.7	-15	-5	-12	-4.6
O=C(CN1CCC(NC(=O)c2ccco2)CC1)Nc1cccc2ccccc12	-7	-1	-1	104	-1.5	-6	-5	4	-2.9
O=C(CSCc1ccco1)Nc1cc(C(F)(F)F)ccc1N1CCOCC1	28	1	-2	99	-1.0	-24	-4	25	-1.0
COc1ccc(-c2nc(N)ncc2-c2ccc(OC)c(OC)c2)c(O)c1	-9	2	18	100	-3.1	-25	10	4	-2.2
Cc1cccc(-n2c(Cc3cc(=O)[nH]c(=O)[nH]3)nnc2SC(C)C)c1	9	10	-12	105	-1.7	-3	5	14	-3.2
CCOc1ccc(C(Nc2cccnc2)c2cc(Cl)c3cccnc3c2O)cc1 (configuration not stated)	23	-3	17	97	-4.3	5	-8	76	-3.2
COc1cccc(C(=O)/C=C2\Sc3ccccc3N2C)c1	-2	-5	32	95	-0.3	-16	-5	-7	-1.2
CC(C)(C)C(=O)Nc1ccc(C(=O)N/N=C/c2ccccc2OC(=O)c2ccc(Cl)cc2Cl)cc1	-2	4	19	105	-3.0	-18	-22	14	-3.0
Cc1cc2oc(=O)cc(COC(=O)Cn3cnnn3)c2cc1C(C)C	8	-3	-26	89	-0.7	-3	-4	6	-1.0
Cc1ccnc(SCC(=O)c2cccs2)n1	3	10	32	97	-1.0	-8	9	-4	-1.0
CC(C)CN1CCC(=O)N([C@H](CSc2ccc(Br)cc2)c2ccccc2)CC1	·	5	18	108	·	·	10	-16	·
Cc1cccc(COc2ccc(/C=N/NC(=O)c3nnn(-c4nonc4N)c3C)cc2)c1	5	-2	33	102	-6.7	-5	1	12	-2.6
Cc1ccc(CNC(=O)C2CCCN(S(=O)(=O)c3ccc(-n4cnnn4)cc3)C2)cc1 (configuration not stated)	-1	5	28	102	0.8	-22	-2	1	-2.1
CCS(=O)(=O)N1CCN(C2CCC(c3ccccc3)CC2)CC1 (configuration not stated)	9	-1	20	120	-3.8	12	-8	12	-3.9
Cc1ccc(C(=O)CSc2nc3ccc(C(=O)NCCN4CCCCC4)cc3c(=O)[nH]2)cc1	·	2	31	99	·	·	0	1	·
COc1cc(C)c(-c2cc(C(=O)O)c(C)o2)cc1C(C)C	10	2	0	90	1.0	-35	-14	1	1.1
CCCCCCNC(=O)c1cc(-c2ccco2)nc2ccccc12	13	0	2	97	-4.4	-25	0	22	-1.7
CCOc1ccc(CN2CCNC(=O)C2CC(=O)NCc2ccccn2)cc1 (configuration not stated)	-9	8	43	99	-2.4	-4	-2	9	-3.1
Cc1ccc(Sc2ncccc2C(=O)NCc2cc([N+](=O)[O-])ccc2O)c(C)c1	-9	-2	25	92	1.7	-1	-18	4	-1.4
Cc1cccc(-n2c(SCc3cc(=O)n4ccsc4n3)nc3ccccc32)c1	-8	-5	0	·	-0.6	-23	-13	-21	5.0*
Cc1c(C(=O)NCC2COc3ccccc3O2)oc2ccc(S(=O)(=O)N3CCOCC3)cc12 (configuration not stated)	-5	3	18	·	-0.7	-3	-7	-4	-1.1
O=C(Oc1cccc(C(=S)N2CCOCC2)c1)c1ccc([N+](=O)[O-])cc1	-1	-1	35	101	-0.9	-15	-10	14	-2.0
CCC1(C)Cc2c(sc3nc(SC)[nH]c(=O)c23)CO1 (configuration not stated)	-4	7	-4	88	1.1	-11	-1	10	-3.0
COc1ccc(C(=O)Nc2cccc(-c3nnc(-c4ccco4)o3)c2)cc1	1	-4	15	105	-1.1	-21	6	-4	-0.3
Cc1ccsc1C(=O)OCC(=O)NCCCc1ccccc1	3	2	12	100	-3.3	-20	0	-3	-3.7
O=C(Nc1ccon1)c1ccc(Cl)s1	16	12	7	98	0.7	1	-1	10	-1.1
COCCNc1ncnc2c1[nH]c1ccccc12	6	-13	19	99	0.3	0	0	0	-2.5
Cc1nc2cc(-c3cccc(F)c3)nn2c(C)c1CCC(=O)NC(C)CCc1ccco1 (configuration not stated)	-3	-3	-1	105	0.0	-30	-11	6	0.8
CN1C(=O)C(C)(C)c2cc(S(=O)(=O)N3CCN(c4cccc(Cl)c4)CC3)ccc21	-18	5	-9	100	-1.7	-48	-6	1	-1.9
Nc1ccc2c(c1)-c1ccccc1S(=O)(=O)N2	23	1	-10	103	-2.8	-17	-10	14	-3.2
CCCc1cc(C(=O)OC)c(NC(=O)OCC)s1	0	-2	-14	90	-1.1	-2	-14	17	0.1
Cc1ccccc1CNC(=O)CCC(=O)N1Cc2ccccc2Oc2ncccc21	7	-5	33	106	-0.4	-33	12	8	-3.4
COc1ccc2[nH]c(N=Nc3ccccc3C)c(O)c2c1	1	-1	0	102	-4.1	1	-2	7	-1.1
COc1ccc(S(=O)(=O)Nc2ccccc2C(=O)NCc2cccnc2)cc1OC	-4	5	28	102	-0.7	-9	-5	10	-1.6
O=C(NCCc1c[nH]c2ccccc12)C(=O)NCC1OCCCN1S(=O)(=O)c1ccc(F)cc1 (configuration not stated)	-16	-1	3	98	-2.2	-17	-10	2	-2.1
COc1ccc(F)cc1S(=O)(=O)N1CCCC(C)C1 (configuration not stated)	-5	4	12	101	-2.0	-4	3	12	-1.9
CC(C(=O)Nc1ccc2c(c1)OCCO2)N1Cc2ccccc2C1=O (configuration not stated)	-7	6	24	99	-0.9	-10	0	·	1.1
COc1ccc(C(=O)NCCc2nnc3ccc(SCC(=O)N4CCCC4)nn23)cc1	8	-2	32	99	-1.8	-22	15	1	-4.6
COc1cc(NC(=O)c2noc3c2CCC3)c(OC)cc1Cl	-3	2	12	89	0.7	-1	-4	12	-1.0
O=c1[nH]c(CSc2nnc(COc3ccccc3)n2-c2ccccc2)nc2ccccc12	1	3	61*	71	-4.3	-24	-10	-3	-2.9
Cc1nn(C(C)C(=O)O)c(=O)c2ccccc12 (configuration not stated)	-14	1	36	95	-2.2	6	-13	1	-0.4
O=C(CN1CCCC1)OCCCC1CCCCC1	-3	3	25	89	-2.6	-2	-8	7	-1.5
Cc1nnc2c(N3CCN(C(=O)c4ccco4)CC3)nc3ccccc3n12	5	0	41	101	13*	-34	6	·	-2.8
Cc1ccc2c(c1)COc1c3ccc(C(=O)N4CCCCC4)cc3nn1-2	·	-1	26	107	·	·	0	-4	·
CCC(c1nnnn1C(C)(C)CC)N1CCN(c2ccccc2F)CC1 (configuration not stated)	3	-1	54	105	0.1	-12	-8	-5	-1.8
CCOC(=O)N1CCN(Cc2nc(N)nc(Nc3ccc(Cl)cc3)n2)CC1	7	8	44	98	-1.1	-22	-14	14	-1.3
Cc1ccc(Cl)c(OCCN2CCc3ccccc3C2)c1	-15	3	19	97	-1.9	9	6	-14	-0.3
Cc1ccc(NC(=S)Nc2cccc3cnccc23)c(C)c1	-2	-5	48	99	-2.3	4	-14	97*	-2.6
Cc1ccccc1-c1noc(-c2ccccc2C(=O)NCc2ccco2)n1	3	-3	24	100	-2.2	-12	-8	6	-2.0

Some of these compounds in order of molar mass, high to low.
SMILES	HCV NS3 hel inh	IDE act	PHOSPHO1 block	MEKK3 PB1 HTS	VIM-2 inh	FID counter	p-CIP stab down	SUMO HTRF inh	IMP-1 inh
CCOC(=O)N1CCN(Cc2nc(N)nc(Nc3ccc(Cl)cc3)n2)CC1	7	8	44	98	-1.1	-22	-14	14	-1.3
Cc1ccc2c(c1)COc1c3ccc(C(=O)N4CCCCC4)cc3nn1-2	·	-1	26	107	·	·	0	-4	·
Cc1nn(C(C)C(=O)O)c(=O)c2ccccc12 (configuration not stated)	-14	1	36	95	-2.2	6	-13	1	-0.4

Some of the compounds tested; count on the stated rates, not on these rows.
